Compound activity: PubChem, several laboratories
Mtb UGM inh = blocks M. tuberculosis UGM enzyme. inhibition, % at 10 µM. AID 504406. 320,000 compounds, 0.06% hits. purified UGM, fluorescence polarization probe displacement; in the data active = inhibition above about 10%, passing the limit was not always enough; inconclusive = no clear call, values can overlap the other calls
Target sequence (P9WIQ1 whole entry, looked up): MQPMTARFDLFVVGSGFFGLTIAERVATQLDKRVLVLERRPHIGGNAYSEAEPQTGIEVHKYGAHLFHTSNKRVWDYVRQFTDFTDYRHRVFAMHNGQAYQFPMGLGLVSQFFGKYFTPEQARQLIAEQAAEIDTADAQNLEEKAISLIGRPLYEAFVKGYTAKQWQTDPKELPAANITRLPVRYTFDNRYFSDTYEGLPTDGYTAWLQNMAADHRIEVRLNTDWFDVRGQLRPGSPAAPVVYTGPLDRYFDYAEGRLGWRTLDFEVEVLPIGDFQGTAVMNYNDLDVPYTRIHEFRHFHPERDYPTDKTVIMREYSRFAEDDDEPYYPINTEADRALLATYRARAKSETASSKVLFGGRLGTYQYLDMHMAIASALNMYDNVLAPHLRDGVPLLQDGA
TcdB inh = blocks C. difficile toxin B glycohydrolase activity | P18177 | TcdB glycohydrolase enzymatic assay, plate reader | inhibition, % at 9.99 µM | 350,000 compounds, 0.24% hits; in the data active = inhibition above about 10%
GDH-TPI counter = inhibits GDH-TPI coupling enzymes, artifact for Mtb FBA screen | inhibition, % at 4.8 µM | 360,000 compounds, 1.2% hits | AID 588335 | GDH-TPI coupled enzyme counterscreen, NADH absorbance; in the data active = inhibition above about 30%;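 also: 0% = DMSO wells and 100% = wells lacking the enzyme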
Mtb FBA inh = Mtb fructose-bisphosphate aldolase inhibition; 360,000 compounds, 2.3% hits; purified M. tuberculosis FBA, fluorescence read-out; P9WQA3; inhibition, % at 1 µM; in the data active = inhibition above about 27%;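 also: 0% = vehicle and 100% = reference inhibitor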
Target sequence (P9WQA3 whole entry, looked up): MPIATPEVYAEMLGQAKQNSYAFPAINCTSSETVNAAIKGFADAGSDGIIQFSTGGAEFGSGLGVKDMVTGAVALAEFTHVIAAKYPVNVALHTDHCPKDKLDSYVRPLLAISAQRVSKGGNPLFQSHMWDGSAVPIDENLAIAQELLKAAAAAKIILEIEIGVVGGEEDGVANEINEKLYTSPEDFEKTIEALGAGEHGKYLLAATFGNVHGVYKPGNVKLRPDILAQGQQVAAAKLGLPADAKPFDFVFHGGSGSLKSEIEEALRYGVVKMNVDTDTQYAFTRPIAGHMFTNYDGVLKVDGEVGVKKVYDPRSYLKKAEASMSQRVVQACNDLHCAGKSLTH
PfHsp40 yeast = compounds rescuing yeast from Plasmodium falciparum HSP40 toxicity | 340,000 compounds, 0.68% hits | growth rescue, % at 12.5 µM | AID 504582 | S. cerevisiae expressing PfHsp40, growth rescue, ATP luminescence; in the data active = growth rescue above about 28%, passing the limit was not always enough; inconclusive = no clear call, values can overlap the other calls;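 also: yeast W303a lacking pdr1 and pdr3 grown in galactose medium; growth measured after three days at 30 °C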
Yp Topo-I inh = inhibitors of Yersinia pestis topoisomerase I; Y. pestis Topo-I cleavage product accumulation, plate reader; activity, % at 10 µM; 360,000 compounds, 0.064% hits; AID 504884; in the data active = activity above about 50%, passing the limit was not always enough; inconclusive = no clear call, values can overlap the other calls; also: inactives centre near 2
FadD28 FP inh = blocks FadD28 binding to the bisubstrate probe | 360,000 compounds, 0.22% hits | inhibition, % at 12.5 µM | fluorescence polarization; in the data active = inhibition above about 8.5%, passing the limit was not always enough; inconclusive = no clear call, values can overlap the other calls
BioA inh = inhibitors of Mycobacterium tuberculosis BioA enzyme | purified M. tuberculosis BioA enzyme, plate reader | inhibition, % at 9.99 µM | 360,000 compounds, 0.096% hits | AID 602481; in the data active = inhibition above about 40%; inconclusive = no clear call, values can overlap the other calls
Vc quorum ag = inducers of Vibrio cholerae quorum light production without autoinducers | V. cholerae BH1578 lux reporter, luminescence, 6 h | activation, % at 18.7 µM | 350,000 compounds, 0.16% hits; in the data active = activation mostly above about 9.7%, no sharp cut-off; inconclusive = no clear call, values can overlap the other calls; inactive = mostly below about 3.7%; also: not every result past the cut was called active; inactives centre near 0; reference of the scale not given here
* = called active by the depositor; i = inactive; ? = inconclusive; / = not tested or not shown.

no.	mol	Mtb UGM inh	TcdB inh	GDH-TPI counter	Mtb FBA inh	PfHsp40 yeast	Yp Topo-I inh	FadD28 FP inh	BioA inh	Vc quorum ag
1	COc1ccc(S(=O)(=O)N(C)c2ccc(C(=O)NCc3ccco3)cc2)cc1	-1.3	1.4	2	-2	1.2	23	-2.9	-0.4	i
2	Cc1cc(C)c(OCCN2C(=O)NC(C)(C)C2=O)c(Cl)c1	1.4	/	-10	-1	0.9	-4	1.5	2.8	i
3	CC(C)OC(=O)CSc1nnc(Cc2ccccc2)n1CC1CCCO1 (centres undefined)	2.5	/	5	3	0.4	-7	1.6	0.1	i
4	CCCOc1ccc(C2C3=C(Nc4nc(N)[nH]c(=O)c42)c2ccccc2C3=O)cc1 (centres undefined)	-0.6	0.3	4	3	0.1	-3	-1.2	-0.8	i
5	COc1ccccc1NC(=S)NNC(=O)c1c(Cl)c(C)nn1C	-0.1	/	18	3	0.5	13	0.6	0.7	/
6	O=C(CN(Cc1ccccc1)C(=O)CCC(=O)Nc1nccs1)NCC1CCCO1 (centres undefined)	-0.3	1.1	2	-5	0.1	-8	-1.3	-3.8	-0.5
7	COc1ccccc1C(=O)NCc1n[nH]c(=S)n1Cc1ccccc1	-1.8	1.3	-3	0	0.5	1	0.4	/	-0.4
8	C#CCn1c(S(=O)(=O)Cc2ccccc2Cl)nc(-c2ccccc2)c1-c1ccccc1	-1.4	/	-3	3	0.5	3	-1.0	0.4	0.9
9	O=C(OCCN1C(=O)c2ccccc2C1=O)Oc1ccccc1	-2.0	1.3	1	1	1.3	4	-0.8	-1.0	i
10	CCC1([N+](=O)[O-])COP(N)(=O)OC1 (centres undefined)	/	0.4	-4	1	0.5	4	-1.7	0.1	i
11	Clc1ccc2c(N/N=C/c3cccnc3)ccnc2c1	-1.5	-0.1	11	-1	-1.1	-9	-9.5	1.3	i
12	CC(C)CC(=O)CC1(O)C(=O)Nc2ccccc21 (centres undefined)	?	0.8	-3	-1	0.2	-15	-1.6	/	i
13	O=C(CSc1nnc(-c2ccccc2Br)o1)N1CCN(C(=O)c2ccco2)CC1	2.5	1.2	15	0	-1.8	1	0.7	7.5	i
14	CC(=O)NC(NC(=S)N1CCCCCC1)C(Cl)(Cl)Cl (centres undefined)	-1.0	1.6	0	4	0.5	3	-0.3	0.8	-0.5
15	COc1ccccc1Cn1c(SCC#N)nc2cc(C(=O)N3CCC4(CC3)OCCO4)ccc2c1=O	-2.4	0.7	-4	-2	-0.2	33	-5.3	0.9	-0.5
16	Cc1ccc(C(=O)Oc2cc(N)n(S(=O)(=O)c3ccc(F)cc3)n2)cc1	-1.5	0.5	-2	4	-0.6	1	-0.3	0.5	-0.1
17	COc1ccc(NC(=O)c2ccc3c(c2)CCN3S(=O)(=O)c2ccccc2)cc1	-1.3	1.5	0	-7	4.6	-5	-4.6	-0.3	-0.3
18	CN(Cc1nc(CC2CC2)no1)CC12CC3CC(CC(C3)C1)C2	-0.6	0.9	-2	-5	0.1	25	-1.6	1.8	-0.2
19	CCOC(=O)CNC(=O)C1c2ccccc2Oc2ccccc21	-3.1	0.3	-1	3	-0.1	4	1.1	-1.0	-0.3
20	CCN(CC)CCNC(=O)Cn1cnc2sc(C)c(S(=O)(=O)N3CC(C)CC(C)C3)c2c1=O (centres undefined)	-1.7	5.1	-2	-2	-1.8	1	0.8	0.0	-0.2
21	CS(=O)(=O)N1CCC(C(=O)Nc2ccc(F)cc2F)CC1	0.6	/	4	1	-1.3	-2	-2.7	2.3	-0.3
22	O=C(N/N=C/C1CC=CCC1)c1cc(-c2cccnc2)nc2ccccc12 (centres undefined)	1.0	1.2	8	-1	-1.4	9	-6.3	/	-0.3
23	O=C(O)[C@@H]1CCCN1C(=O)COc1ccc2c3c(c(=O)oc2c1)CCC3	1.4	0.9	15	42*	4.9	3	0.3	-0.5	-0.4
24	CCCCCc1cc(=O)oc2c(C(CCN(CC)CC)c3cc(OC)c(OC)c(OC)c3)c(OC)cc(OC)c12 (centres undefined)	-1.8	2.9	0	2	-0.9	14	-2.9	6.5	1.6
25	Cc1nc2ccc(NC(=O)c3cccc(C(F)(F)F)c3)cc2o1	1.3	/	-10	-4	0.8	-3	-2.3	/	i

3 entries out of the list, sorted by molar mass, highest first:
no.	mol	Mtb UGM inh	TcdB inh	GDH-TPI counter	Mtb FBA inh	PfHsp40 yeast	Yp Topo-I inh	FadD28 FP inh	BioA inh	Vc quorum ag
23	O=C(O)[C@@H]1CCCN1C(=O)COc1ccc2c3c(c(=O)oc2c1)CCC3	1.4	0.9	15	42*	4.9	3	0.3	-0.5	-0.4
21	CS(=O)(=O)N1CCC(C(=O)Nc2ccc(F)cc2F)CC1	0.6	/	4	1	-1.3	-2	-2.7	2.3	-0.3
12	CC(C)CC(=O)CC1(O)C(=O)Nc2ccccc21 (centres undefined)	?	0.8	-3	-1	0.2	-15	-1.6	/	i

Filtered by structure, those above containing a furan ring, fused or not (2)
no.	mol	Mtb UGM inh	TcdB inh	GDH-TPI counter	Mtb FBA inh	PfHsp40 yeast	Yp Topo-I inh	FadD28 FP inh	BioA inh	Vc quorum ag
1	COc1ccc(S(=O)(=O)N(C)c2ccc(C(=O)NCc3ccco3)cc2)cc1	-1.3	1.4	2	-2	1.2	23	-2.9	-0.4	i
13	O=C(CSc1nnc(-c2ccccc2Br)o1)N1CCN(C(=O)c2ccco2)CC1	2.5	1.2	15	0	-1.8	1	0.7	7.5	i

(continued)
no.	mol	Mtb UGM inh	TcdB inh	GDH-TPI counter	Mtb FBA inh	PfHsp40 yeast	Yp Topo-I inh	FadD28 FP inh	BioA inh	Vc quorum ag
26	Nc1nnc(CCS(=O)(=O)c2ccc(Cl)cc2)s1	0.6	/	1	3	2.8	2	-2.5	0.2	0.6
27	COc1ccc(-n2nc(C(=O)NCC(=O)N3CCC(C)CC3)c3ccccc3c2=O)c(OC)c1	0.6	-1.0	-2	2	1.0	9	0.9	-5.2	-0.3
28	CC(C)(C)c1ccc(-c2nnc(NC(=O)c3ccccc3)s2)cc1	-1.0	/	7	3	-0.6	3	0.8	-1.6	i
29	CCNc1nc(NCC)nc(C(=O)Nc2ccccc2)n1	-2.3	/	3	4	1.7	-2	2.2	0.6	i
30	CN(C)NC1CCS(=O)(=O)C1 (centres undefined)	3.6	1.1	13	2	0.4	-1	-0.8	0.2	i
31	CC(=O)NCCSc1ccc(S(=O)(=O)N2CCCC2)cn1	0.8	0.1	0	0	-0.4	2	-1.2	0.4	i
32	Cc1nc2nc(SCC(=O)NCCN3CCOCC3)nn2c(C)c1Cc1ccccc1	2.6	/	-10	0	0.4	7	-3.3	/	i
33	COc1cc(OC)c(OC)cc1CN1CCN(C(=O)c2cccc3ccccc23)CC1	1.0	1.0	0	2	-1.5	44	-0.4	8.6	i
34	CCOc1ccccc1C(=O)Nc1cc2c(cc1N1CCCC1)n(CC)c(=O)n2CC	-1.5	-1.6	16	-2	1.4	30	-1.3	8.9	i
35	CN(C)/C=C(/C(=O)c1ccc(Cl)cc1)S(=O)(=O)c1ccccc1	1.8	/	6	-4	-0.2	6	1.0	-3.9	-5.9
36	Cc1nc(CS(=O)c2ccc(Cl)cc2)cc(N2CCOCC2)n1 (centres undefined)	-2.3	/	4	-1	-0.9	4	1.0	0.3	i
37	O=C1CC(c2ccco2)Cc2nc(NCC3CCCO3)ncc21 (centres undefined)	-2.3	/	0	0	-0.9	2	-3.7	-1.8	i
38	O=C(N/N=C/c1ccc(-c2cccc(C(F)(F)F)c2)o1)c1cccc(F)c1	0.5	/	44*	3	1.0	3	-5.2	0.2	-0.4
39	COc1cccc2c1cc1c(=O)n(CC(=O)NCCCc3ccccc3)nc(C)n12	1.6	/	3	14	0.2	12	0.1	-2.4	-0.6
40	CC(C)=N/N=C(\N)SCc1ccccc1	-1.0	0.6	6	3	-1.1	10	-1.3	/	-0.2
41	CC1=C(C(=O)OCC2CCCO2)C(c2coc3ccccc3c2=O)C2=C(CCCC2=O)N1 (centres undefined)	-1.7	13*	-4	3	-2.1	2	-0.4	/	4.6
42	Cc1ccc(CNC(=O)c2cc(C3CC3)nc3c2cnn3C(C)C)cc1	2.8	0.4	0	9	-0.9	4	-1.4	-0.4	-0.8
43	O=C(CNC(=S)NC(=O)c1ccc(Br)o1)c1ccccc1	/	/	8	-3	-1.0	6	-0.4	/	i
44	CCN(CC)CCCNC(=O)c1[nH]c2ccccc2c1Sc1ccc(Cl)cc1	3.1	0.7	8	0	1.4	2	/	-0.9	0.6
45	C=CCSc1nccc(=O)[nH]1	0.9	0.2	-1	2	0.8	2	-1.6	/	i
46	COc1ccc(N2CCN(C(c3cccs3)c3nnnn3C3CCCC3)CC2)cc1 (centres undefined)	/	/	3	-4	0.4	22	1.5	2.5	i
47	CC(=O)Nc1c(C)ccc([N+](=O)[O-])c1C	/	-0.4	12	-1	-0.2	2	1.6	-1.5	2.9
48	CCOC(=O)CC(=O)N/N=C/c1c(N)n(C)c(=O)n(C)c1=O	-1.2	0.3	9	1	0.0	8	-0.7	0.7	-0.3
49	Cc1cc(Cl)ccc1OCc1nnc(-c2ccccc2C)o1	/	1.7	7	-2	0.3	5	-2.5	-1.0	1.8
50	CCN(CC)C(=O)c1ccc(-c2nnc(Nc3ccc(C(=O)N(C)C)cc3)c3ccccc23)cc1	0.3	1.2	19	2	0.0	42	-0.4	13	i

(cont.)
no.	mol	Mtb UGM inh	TcdB inh	GDH-TPI counter	Mtb FBA inh	PfHsp40 yeast	Yp Topo-I inh	FadD28 FP inh	BioA inh	Vc quorum ag
51	CCC1(C)Cc2c(sc3c2c(=O)n(C)c2nnc(SCC(=O)c4ccccc4)n32)CO1 (centres undefined)	-1.5	/	-4	-8	-0.6	-7	-4.7	0.6	i
52	Cc1c(C(=O)NCc2cccnc2)oc2ccc(S(=O)(=O)N3CCCCC3)cc12	-0.3	/	1	-1	-0.9	35	-1.8	-0.6	i
53	Cc1ccc(O)c(NC(=S)NC(=O)/C=C/c2ccco2)c1	-1.3	0.2	10	-1	-0.8	2	3.6	-3.2	-2.1
54	O=[N+]([O-])c1ccc(Nc2ccc(Cl)cc2)nc1	1.7	1.1	13	-5	9.0	-9	-1.3	/	0.0
55	CC1CN(C(=O)c2ccc3c(c2)OCO3)OC(c2ccccc2)O1 (centres undefined)	-3.3	/	2	12	1.3	3	2.6	0.9	5.6
56	COc1ccc(NC(=O)N(C)C[C@H]2Oc3ccc(NS(=O)(=O)c4c(C)noc4C)cc3C(=O)N([C@H](C)CO)C[C@@H]2C)cc1	-2.0	-0.1	10	0	0.0	1	1.1	-0.9	i
57	COc1cccc(NC(=O)c2cncs2)c1	0.0	0.0	-1	1	0.4	-2	-2.2	2.2	i
58	CC(C)C[C@H]1COCCS(=O)(=O)N1Cc1ccccc1F	2.5	0.4	9	-1	0.0	1	-0.3	1.1	i
59	CCCCCCCN(C(=O)CCl)c1ccccc1C	-1.1	/	4	-1	-1.1	10	-4.8	0.1	-0.6
60	CC(C)c1ccc(N2C(=O)CC(Sc3nc4ccccc4o3)C2=O)cc1 (centres undefined)	0.1	/	-6	-1	4.7	1	-5.0	-0.7	/
61	COc1ccc(OC)c(CN2CCN(Cc3ccc(OC)c(OC)c3OC)CC2)c1	/	1.2	-2	1	/	4	-1.7	0.8	i
